Compound activity deposited in PubChem BioAssay by Sanford-Burnham Center for Chemical Genomics.
XBP1 UPR activ = adaptive UPR (XBP1) activation; activation, % at 20 µM; CHO-XBP1 luciferase reporter, IRE1-XBP1 UPR activation, luminescence; percent of tunicamycin response, DMSO as zero; hit rate 0.33% among 330,000;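 active = versus positive control, 20 µM dose yields 30% or more activation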;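 also: 100% = tunicamycin at 10 µg/mL and 0% = DMSO only wells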
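Material: CHO-XBP1 cells stably carrying IRE1-XBP1-driven luciferase reporter | Medium: F12 with 10% serum | Compound dosing: 20 µM single concentration, DMSO 1% | Incubation: Overnight seeding at 37 °C, 6 h compound treatment at 37 °C | Detection: Steady-Glo luminescence read | Read-out basis: % activation of reporter signal versus tunicamycin and DMSO controls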
697 NFkB inh = lowers PMA/ionomycin-induced NF-kB signal in 697 B cells | 697 B-cell NF-kB luciferase reporter, 16 h | inhibition, % at 4 µM | hit rate 0.33% among 330,000 | AID 435022; in the data active = inhibition above about 35%
APJ ag = activates the human apelin receptor APJ; hit rate 0.11% among 330,000; CHO-K1 APJ PathHunter beta-arrestin, luminescence; 0% DMSO wells, 100% apelin; activation, % at 20 µM; P35414;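 active = activation more than six SD over the plate average, tested at 20 µM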;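 also: 0% = DMSO alone and 100% = apelin-13 at 10 nM; some results filed as inactive read as strong as hits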
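Test system – PathHunter CHO-K1 APJ (AGTRL-1) beta-arrestin reporter cells · Input – 1000 cells/well · Compound – single test compound dose, 20 µM final, 1% DMSO · Times – compound stimulation 90 min at 25 °C, detection 60 min · Technique – beta-gal luminescence · Read-out basis – APJ–arrestin association signal · Control set – negative DMSO alone, positive Apelin-13 at 10 nM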
tim23-1 inh = tim23-1 yeast growth inhibition; S. cerevisiae tim23-1 growth, BacTiter-Glo luminescence, 24 h; inhibition, % at 20 µM; hit rate 1.3% among 330,000;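 active = growth inhibition of the mutant yeast at or above 50%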;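 also: temperature-sensitive mutant grown at 25 °C; plate controls were DMSO-treated mutant yeast for no effect and medium wells lacking yeast for full effect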
Jurkat NFkB inh = lowers PMA/ionomycin-induced NF-kB signal in Jurkat cells. hit rate 0.53% among 330,000. AID 435003. PMA/ionomycin-induced NF-kB luciferase reporter, luminescence. inhibition, % at 4 µM; in the data active = inhibition above about 50%
APJ antag = APJ receptor antagonism; P35414; CHO-K1 APJ beta-arrestin complementation, luminescence; inhibition, % at 20 µM; hit rate 0.32% among 330,000; AID 2521;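 active = inhibition above about 40% at 20 µM, limit read from the data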;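 also: cells challenged with 10 nM apelin-13 agonist together with compound; plate controls were apelin-13 plus DMSO wells for no effect and DMSO wells lacking apelin-13 for full effect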
Mdm2 MdmX PPI = human Mdm2/MdmX binding inhibition; inhibition, % at 8 µM; hit rate 3% among 330,000; O15151+Q00987; AID 485346; SaOS-2 split-luciferase Mdm2/MdmX complementation, luminescence;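 active = inhibition of at least 50% at 8 µM in the primary screen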
Target sequence (O15151 whole entry, looked up): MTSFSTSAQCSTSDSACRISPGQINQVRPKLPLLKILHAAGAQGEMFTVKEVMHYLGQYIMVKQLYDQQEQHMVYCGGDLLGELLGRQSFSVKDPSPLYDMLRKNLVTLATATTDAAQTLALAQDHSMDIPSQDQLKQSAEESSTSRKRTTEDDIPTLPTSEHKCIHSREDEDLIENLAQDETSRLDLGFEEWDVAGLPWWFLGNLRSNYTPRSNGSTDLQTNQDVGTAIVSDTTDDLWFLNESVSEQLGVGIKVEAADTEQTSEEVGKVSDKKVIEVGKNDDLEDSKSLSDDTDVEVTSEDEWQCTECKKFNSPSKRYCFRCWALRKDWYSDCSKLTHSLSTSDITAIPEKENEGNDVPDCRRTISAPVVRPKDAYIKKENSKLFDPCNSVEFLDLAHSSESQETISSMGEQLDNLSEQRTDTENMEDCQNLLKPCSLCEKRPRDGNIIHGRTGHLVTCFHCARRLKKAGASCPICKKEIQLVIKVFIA
Target sequence (Q00987 whole entry, looked up): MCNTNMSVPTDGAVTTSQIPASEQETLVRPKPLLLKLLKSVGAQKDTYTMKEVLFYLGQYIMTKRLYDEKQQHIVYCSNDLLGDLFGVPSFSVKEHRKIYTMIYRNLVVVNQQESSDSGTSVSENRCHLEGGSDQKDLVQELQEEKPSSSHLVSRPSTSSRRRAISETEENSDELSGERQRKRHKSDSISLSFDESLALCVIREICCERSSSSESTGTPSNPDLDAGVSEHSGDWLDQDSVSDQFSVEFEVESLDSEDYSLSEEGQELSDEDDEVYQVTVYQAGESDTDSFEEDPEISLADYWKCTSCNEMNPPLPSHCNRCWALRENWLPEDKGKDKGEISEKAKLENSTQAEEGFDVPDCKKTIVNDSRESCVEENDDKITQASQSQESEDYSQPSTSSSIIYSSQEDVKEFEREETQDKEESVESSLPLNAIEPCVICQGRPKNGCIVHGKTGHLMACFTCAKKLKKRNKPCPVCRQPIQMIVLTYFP
UPR CHOP act = activators of apoptotic arm of unfolded protein response (CHOP) | CHO-CHOP luciferase reporter, UPR activation, luminescence; percent of tunicamycin response over DMSO baseline | activation, % at 10 µM | hit rate 0.34% among 330,000;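 active = at 10 µM dose, activation of 40% or more, normalized to positive control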;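 also: 100% = tunicamycin at 10 µg/mL and 0% = DMSO alone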
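assay system = CHO CHOP reporter cells | amount = 500 CHO-CHOP cells per well | buffer or medium = F12 with 10% FBS | incubation = 16-18 h cell attachment, then 6 h compound exposure, 37 °C | detection = luminescence read with Steady-Glo | read-out = percent activation relative to tunicamycin control | controls = tunicamycin high control, DMSO low control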
* = called active by the depositor. Hits appear at their usual frequency; overall some 5% were active at least once.

Results follow in this order: XBP1 UPR activ	697 NFkB inh	APJ ag	tim23-1 inh	Jurkat NFkB inh	APJ antag	Mdm2 MdmX PPI	UPR CHOP act
> CC1CCCN(CCCOc2ccc([N+](=O)[O-])cc2)C1 (stereo not given)
→ -1	4	-3	2	-30	-17	7	-1.8
> CCOc1c(Cl)cc(C2NC(=O)NC(C)=C2C(=O)NCc2ccccc2)cc1OC (stereo not given)
→ 2	17	1	1	7	-5	-4	2.4
> CS(=O)(=O)N1CCN(C(=O)Cc2ccc([N+](=O)[O-])cc2)CC1
→ 1	1	0	5	-6	-5	16	3.3
> COc1ccc(C(=O)N2CCCC(CCC(=O)NCc3ccccc3F)C2)c(OC)n1 (stereo not given)
→ -3	7	-2	7	1	-15	17	-0.5
> C=C1CCC2[C@](C)(CO)[C@H](O)CC[C@@]2(C)[C@@H]1/C=C/C1=CCOC1=O (stereo not given in full)
→ -1	-11	-4	16	-1	-75	6	-1.6
> CC(C)c1ccc(NC(=O)C(c2ccccc2)N2CCOCC2)cc1 (stereo not given)
→ 2	6	-5	23	-3	11	-11	1.0
> CC(C)(C)NC(=O)NC(=O)CN1CCCc2ccccc21
→ 1	-6	-2	10	-23	20	6	-2.4
> CC(=O)Nc1ccc(S(=O)(=O)NCCC(=O)N2CCCCC2)cc1
→ 0	-7	-3	-2	9	8	14	0.0
> Cc1ccc(-n2cnnn2)cc1Cl
→ 2	6	0	8	-11	-10	5	0.9
> O=[N+]([O-])c1c(NCCCO)cc(Sc2nc3ccccc3s2)c2nonc12
→ -7	13	-7	30	-45	76*	99*	-9.1
> CN(C)CCCNc1nc(-c2ccccc2)nc2ccccc12
→ -1	-10	1	1	-15	2	10	-1.2
> Cc1cccc(NC(=O)CC23CC4CC(C2)CC(n2nnc(C)n2)(C4)C3)c1
→ -1	-5	0	31	8	-4	-6	0.8
> CC(C)(C)C(=O)CSc1ncnc2c1cnn2Cc1ccccc1
→ -2	-12	-4	22	-11	0	20	-2.0
> CCOC(=O)N1CCC(NC(=O)CSCc2nc(-c3cccc(OC)c3)oc2C)CC1
→ 3	-50	-2	26	-2	-2	-7	-1.3
> N#Cc1c2ccccc2nc2ccccc12
→ 3	10	-5	-17	0	-6	20	0.5
> CCN(Cc1ccncc1)C(=O)c1cc(COc2ccc(F)cc2Cl)on1
→ -1	-3	3	28	-3	3	-1	0.5
> O=C(O)CS/C(=C\c1ccc(F)cc1)c1nc2ccccc2s1
→ 4	-39	-2	5	-39	13	22	3.2
> Cc1c(NC(=O)c2cnn3c2NC(c2ccccc2)CC3C(F)(F)F)c(=O)n(-c2ccccc2)n1C (stereo not given)
→ 2	12	-6	-3	2	-13	27	-1.6
> CC(C)(C)OC(=O)NCCCC[C@H](NC(=O)c1[nH]cnc1C(=O)N[C@@H](Cc1ccccc1)C(=O)OC(C)(C)C)C(=O)OC(C)(C)C
→ 8	2	-3	21	30	21	62*	18
> COc1cccc(NC(=O)N2C3CCCC2CC(NC(=O)C(C)(C)C)C3)c1 (stereo not given)
→ -5	-23	0	13	-3	-20	5	2.1
> Brc1ccc2c(c1)CN1CCCC1=N2
→ -2	26	-3	8	73*	1	22	2.1
> CC(=O)Nc1cc(C(F)(F)F)ccc1Oc1cccc(Br)c1
→ 1	-37	-3	29	-32	17	33	-0.3
> O=C(Cn1nnc(N2CCCC2)n1)N/N=C/c1ccc(Cl)cc1
→ -4	0	0	21	-2	-18	10	-0.6
> O=[N+]([O-])c1ccc(Nc2ccccc2)nc1
→ 4	15	-4	15	-3	5	8	0.6
> O=C1CN2Cc3c(ccc(Cl)c3Cl)N=C2N1
→ -7	4	5	-7	-2	7	19	-0.7
> CCOC(=O)c1ccc(N2CCCCC2)c(NS(=O)(=O)c2cccc(C(F)(F)F)c2)c1
→ -1	10	0	16	3	8	16	1.5
> CC1(C)CC(NC(=O)c2ccccc2F)CC(C)(C)N1
→ -6	7	-1	-7	-19	8	18	1.0
> COc1ccc2nc(/C=N/NC(=O)[C@@H]3CCCN3C(=O)OC(C)(C)C)ccc2c1
→ 0	-57	0	16	-16	-4	13	0.8
> O=C(CN1CCN(Cc2ccccc2)CC1)NNC(=O)c1ccccc1
→ -4	21	0	-1	8	4	-15	-0.1
> Cn1c(COc2ccccc2)nnc1SCC(=O)NC1CCCC1
→ 2	17	-2	4	7	-3	18	0.1

Grouped by structure, the compounds so far with two or more sulfur atoms
Results follow in this order: XBP1 UPR activ	697 NFkB inh	APJ ag	tim23-1 inh	Jurkat NFkB inh	APJ antag	Mdm2 MdmX PPI	UPR CHOP act
> O=[N+]([O-])c1c(NCCCO)cc(Sc2nc3ccccc3s2)c2nonc12
→ -7	13	-7	30	-45	76*	99*	-9.1
> O=C(O)CS/C(=C\c1ccc(F)cc1)c1nc2ccccc2s1
→ 4	-39	-2	5	-39	13	22	3.2

The list continues:
Results follow in this order: XBP1 UPR activ	697 NFkB inh	APJ ag	tim23-1 inh	Jurkat NFkB inh	APJ antag	Mdm2 MdmX PPI	UPR CHOP act
> Cc1noc(C)c1COC(=O)C1CCN(S(=O)(=O)c2ccc(F)cc2)CC1
→ 0	14	-3	13	-1	10	5	-1.1
> COc1cccc(/C=C/C(=O)NCc2ccc3c(c2)OCO3)c1
→ -5	6	-3	32	-14	1	-7	1.2
> Cc1ccc(-c2csc(Nc3ccccn3)n2)cc1
→ -5	-371	0	49	-154	-7	-115	1.8
> Cc1ccc(S(=O)(=O)N2CN(Cc3ccco3)c3nc4ccccc4nc32)cc1C
→ 12	-35	-3	21	-6	-6	15	-2.9
> CC1CCN(C(=O)COc2ccc3ccccc3c2Br)CC1
→ 10	-20	-4	42	-11	2	-29	2.5
> CNC(=S)Nc1cccc2[nH]ncc12
→ 1	1	-2	7	-7	-1	15	0.7
> O=C(NNC(=O)c1cc([N+](=O)[O-])ccc1Cl)c1cccnc1
→ -3	6	3	5	1	10	1	-0.8
> COc1cccc(OCc2nnc(SCC(=O)N3c4ccccc4Sc4ccc(Cl)cc43)o2)c1
→ -4	-20	-3	31	-25	0	8	-0.2
> Cc1ccc(-n2c(Cc3cccn3C)nnc2SCC(=O)NCc2ccc3c(c2)OCO3)cc1
→ 2	-10	-3	20	-13	-2	-6	0.4
> Cc1ccc2c(n1)CC(C)(C)C/C2=N\O
→ -2	18	-6	3	4	5	0	-0.5
> COc1ccc(N(CC(=O)NC2CCCC2)C(=O)CCC(=O)Nc2cc(C)on2)cc1OC
→ 2	16	2	5	12	7	12	0.4
> COc1ccc(-c2nnc(SCC(=O)Nc3ccc(Cl)cc3)n2C)cc1
→ -1	9	1	-3	-23	-2	6	-1.0
> Cc1cc(C)cc(NS(=O)(=O)c2ccc3[nH]cc(C(=O)NCc4ccco4)c(=O)c3c2)c1
→ -4	23	10	0	-3	2	33	0.2
> O=C(O)CCCC(=O)N1N=C(c2ccccc2)CC1c1ccc2c(c1)OCO2 (stereo not given)
→ 0	10	-3	-1	3	3	6	0.1
> Cc1cnn(C(=S)NCCc2ccccc2)c1
→ 0	-45	-3	26	-33	18	-33	3.9
> CCOC(=O)N[C@H](Cc1c[nH]c2ccccc12)C(=O)NC1CC1
→ 0	-20	1	6	-12	2	-30	0.4
> Nc1ccc(-c2cc(-c3ccc(N)cc3)nc(-c3ccccc3)n2)cc1
→ 3	-9	-2	14	4	-1	15	2.9
> COc1ccc(N(Cc2cc3ccccc3[nH]c2=O)S(=O)(=O)c2ccc(OC)cc2)cc1
→ -3	-24	5	0	7	-51	35	-2.2
> CNc1nc2c(-c3ccc(Cl)cc3)nnn2c2ccccc12
→ 4	-21	-3	-4	-34	4	61*	1.3
> COc1ccccc1CC(=O)NC1CCC(C)CC1 (stereo not given)
→ -2	-8	0	25	-10	-3	15	0.8
> CN1CCOCCOCCN(C)C1=O
→ 2	-16	-1	1	-1	-2	15	-2.7
> Cc1cc(C)nc(/N=C(/NC(=O)c2ccccc2)Nc2ccccc2)n1
→ -3	6	4	-3	3	17	-9	-0.8
> COc1cc(NC(=O)CCS(=O)(=O)c2ccc3nc(C)sc3c2)cc(OC)c1OC
→ -4	-45	0	-1	-14	4	-8	1.2
> COc1cccc(-c2nc(N3CCN(c4ccccc4)CC3)c3ccccc3n2)c1O
→ 0	-4	-2	11	-11	-20	6	-1.3
> CCOc1ccc(S(=O)(=O)N(CC)CC(=O)N2CCCC2)cc1C
→ -5	5	0	8	6	13	30	-0.2
> CCCCOc1ccc(CSc2nncn2N)cc1
→ 3	-47	4	17	-44	-17	-28	3.3
> CCCCCc1cc(=O)oc2c(C(CCN3CCCC3)c3ccc(N(C)C)cc3)c(OC)cc(OC)c12 (stereo not given)
→ 10	2	12	11	8	8	97*	3.9
> CCOC(=O)c1ccc(N/C=C\C(=O)c2cccc(OC)c2)cc1
→ 2	-65	3	-6	-29	-22	-70	2.8
> O=C1CCC(C(=O)Nc2cccc(C(F)(F)F)c2)N1 (stereo not given)
→ -3	-14	1	-10	1	-15	-13	-1.1
> O=C1CC(c2ccccc2)C(C(=O)O)N1 (stereo not given)
→ -1	12	-5	-17	-8	0	12	-0.7
> CCCc1nc2ccccc2c(=O)n1/N=C/c1c(C)[nH]n(-c2ccc(C)cc2)c1=O
→ -1	3	0	17	-3	-6	22	1.8
> Cc1nc(-c2ccc(Cl)cc2)sc1C1(C)CC(c2cccc([N+](=O)[O-])c2)=NO1 (stereo not given)
→ 1	3	1	5	-4	-10	16	-0.5
> COc1cc2c(=O)n(CCCN3CCOCC3)c(=S)[nH]c2c(OC)c1OC
→ 0	-70	-2	1	-10	-9	-16	-0.6
> COc1ccc(CN(C)C(=O)CNC(=O)CNC(=O)c2ccc(Cl)cc2Cl)cc1F
→ -4	3	0	6	1	5	1	2.0
> COc1ccc(C(=O)NNC(=O)CSc2ccccc2)cc1
→ 0	14	-4	12	-5	-17	16	0.3
> CC(=O)OC1OCCOC1NC(=S)Nc1cccc(C(F)(F)F)c1 (stereo not given)
→ 0	9	0	-4	11	12	1	-0.4
> N=C1C(=O)OCC1c1ccccc1NC(=O)c1ccccc1 (stereo not given)
→ -1	-7	-1	7	14	-12	-21	-1.1
> CC(C)(C)OC(=O)C[C@@H]1C/C=C\C[C@@H](CC(=O)NCCO)C(=O)NCCOC1=O
→ 0	1	-1	-16	-6	-11	8	1.3
> CCOC(=O)/C=C/C(=O)N1CCc2ccccc21
→ 0	-13	-9	32	-12	0	27	0.6
> COc1ccccc1C(=O)NCC(=O)NCc1cc(=O)n(C)c(=O)n1C
→ -1	-12	-2	15	1	4	-19	1.8
> O=C(NC12CC3CC(CC(C3)C1)C2)c1cc2nc(-c3ccco3)cc(C(F)(F)F)n2n1
→ -1	14	-2	9	-21	13	15	0.4
> C=CCOC(=O)C1=C(C)NC2(O)c3ccccc3C(=O)C12O (stereo not given)
→ -3	7	-9	5	-3	11	18	-1.1
> O=C(c1ccccc1)N1CCCC(c2nc3c(nnn3Cc3ccccc3)c(=O)[nH]2)C1 (stereo not given)
→ 0	11	-4	-4	-4	-10	-37	-1.6
> O=C(NC1CCS(=O)(=O)C1)C12CC3CC(CC(C3)C1)C2 (stereo not given)
→ 4	-45	-3	22	-31	-10	0	-0.5
> CCOc1cc(CNc2ccc(S(N)(=O)=O)cc2)cc(Cl)c1OC
→ -1	14	-3	9	-5	-5	-15	-1.6
